From PubChem BioAssay
AmpC detergent = qHTS Inhibitors of AmpC Beta-Lactamase (assay with detergent); Potency, µM (top dose mostly 114 µM), for inactives: at the highest dose activity change, negative = inhibition, hits mostly inhibitors; AmpC hydrolysis of nitrocefin, absorbance 480 nm, 0.01% Triton; 0.041% of 370,000 active; AID 485294, 2010;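 note: potency is the fitted concentration of half-maximal effect; 0% = no-compound wells and -100% = no-enzyme wells; nearly all actives have a fitted effect of over 25% in size; some results filed as inactive show a strong effect at the top dose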
Target sequence (P00811 whole entry, looked up): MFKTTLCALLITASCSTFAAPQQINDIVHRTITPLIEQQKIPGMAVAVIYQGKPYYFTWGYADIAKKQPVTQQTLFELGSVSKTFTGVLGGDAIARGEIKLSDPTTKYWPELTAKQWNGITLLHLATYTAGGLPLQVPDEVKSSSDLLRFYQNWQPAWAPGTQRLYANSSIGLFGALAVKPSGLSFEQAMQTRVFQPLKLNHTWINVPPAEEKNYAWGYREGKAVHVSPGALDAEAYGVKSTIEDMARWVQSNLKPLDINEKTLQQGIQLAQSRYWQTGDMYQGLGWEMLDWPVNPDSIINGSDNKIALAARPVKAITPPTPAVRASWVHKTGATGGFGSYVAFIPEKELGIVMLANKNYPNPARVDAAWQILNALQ
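20 mM phosphate pH 7.0 + 0.01% (detergent screen) or 0.0001% Triton X-100; 5.3 nM AmpC reagent; cpd preinc 15 min RT; nitrocefin (800 uM stock) to start; A480 q20 s × 4 min; Activity was normalised to no-enzyme and no-compound control wells.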
HCMV inh = qHTS Assay for inhibitors of the human cytomegalovirus (HCMV). HFF cells, HCMV-luciferase reporter, 72 h; active compounds read low. activity change, negative = inhibition, % at 57.5 µM. 4.5% of 410,000 active; in the data active = activity change below about -60%; inconclusive = no clear call, values can overlap the other calls; inactive = above about -39%; note: % is set by controls: 0 for no effect and ±100 for the full control effect
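Cell-based, HFFs, 1000 cells/well, 16 h 37C; cpds in DMSO + HCMV-luc, MOI 1 PFU/cell; 72 h 37C; OneGlo luminescence after 5 min RT; norm. to buffer vs Salinomycin 10uM.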
Shiga toxin inh = A qHTS for Small Molecule Inhibitors of Shiga Toxin; 9.2% of 290,000 active; Vero cells, Shiga toxin protein synthesis inhibition reporter; AID 2315, 2010; inhibition, % at 38.7 µM; in the data active = inhibition mostly above about 28%, no sharp cut-off; inactive = mostly below about 43%; note: 0% is about no effect
AmpC inh no detg = qHTS Inhibitors of AmpC Beta-Lactamase (assay without detergent). P00811. AmpC nitrocefin hydrolysis, absorbance 480 nm, 0.0001% Triton. Potency, µM (titrated, usually from 57.1 µM), for the others: at the highest dose activity change, negative = inhibition, hits mostly inhibitors. 0.52% of 330,000 active. AID 485341, 2010;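 note: potency is the fitted concentration of half-maximal effect; plate controls were no compound for no effect and no enzyme for full effect; nearly all actives have a fitted effect of over 20% in size; some results filed as inactive show a strong effect at the top dose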
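AmpC (5.3 nM in the dispensed reagent) in 20 mM phosphate pH 7.0 with 0.01% (detergent screen) or 0.0001% Triton X-100 was preincubated with compounds for 15 min at room temperature. Nitrocefin was then added from an 800 uM solution, and hydrolysis was followed at 480 nm.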
FBPA Giardia inh = qHTS Assay for Inhibitors of Fructose-1,6-bisphosphate Aldolase from Giardia Lamblia; purified Giardia FBPA; Potency, µM (highest dose often 59.6 µM), inactives show top-dose activity, negative = inhibition, hits mostly inhibitors; 0.71% of 290,000 active; note: potency is the fitted concentration of half-maximal effect; % is set by controls: 0 for no effect and ±100 for the full control effect; nearly all actives have a fitted effect of over 55% in size
Target sequence (A8B2U2 whole entry, looked up): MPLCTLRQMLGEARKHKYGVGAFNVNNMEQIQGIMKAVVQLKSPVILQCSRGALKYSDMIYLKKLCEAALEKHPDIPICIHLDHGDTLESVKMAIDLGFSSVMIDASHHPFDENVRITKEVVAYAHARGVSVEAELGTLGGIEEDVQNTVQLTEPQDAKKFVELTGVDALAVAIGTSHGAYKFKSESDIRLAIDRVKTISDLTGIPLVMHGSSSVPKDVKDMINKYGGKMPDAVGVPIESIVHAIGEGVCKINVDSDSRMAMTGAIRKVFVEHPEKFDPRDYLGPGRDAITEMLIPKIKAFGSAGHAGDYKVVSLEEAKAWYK
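Giardia FBPA (40 nM reagent) was preincubated 10 min at RT with compound (up to 57.5 uM final), then substrate plus GAPDH/TPI/NAD/arsenate coupling system with diaphorase/resazurin was added; resorufin fluorescence (525/598 nm) was read after 20 min.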
CHX counter = Cycloheximide Counterscreen for Small Molecule Inhibitors of Shiga Toxin; 12% of 300,000 active; cell reporter, cycloheximide protein synthesis inhibition counterscreen; AID 2314, 2010; max response, %; in the data active = max response mostly above about 13%, no sharp cut-off; inactive = mostly below about 14%; note: read at 38.3 µM for the half of the compounds with a filed dose; 0% is about no effect
AMA1-RON2 inh = qHTS for Inhibitors of AMA1-RON; Towards Development of Antimalarial Drug Lead: Primary Screen. AID 720542, 2013. AlphaScreen AMA1-biotinylated RON2 peptide binding. Potency, µM (series often up to 58.2 µM), for inactives: top-dose activity change, negative = inhibition, most hits filed as inhibitors. Plasmodium falciparum AMA1 (3D7) - RON2 peptide interaction. 0.2% of 360,000 active;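 note: potency is the fitted concentration of half-maximal effect; 0% = vehicle wells and -100% = peptide control; nearly all actives have a fitted effect of over 45% in size; some results filed as inactive show a strong effect at the top dose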
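AMA1 (3D7) with his tag at 25 nM final met compounds first, then biotinylated RON2 peptide at 25 nM; detection used donor plus acceptor beads, 10 µg/mL apiece, read by AlphaScreen after 30 min at room temperature.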
* marks the source's active call; other numbers are inactive results; ? = inconclusive; . = no result given; [ ] = another dose, or the depositor's remark. Unless noted, calls come from the whole dose curve; as a rule, active = well fitted curve in the direction sought with a large enough effect; inconclusive = small, poorly fitted or top-dose-only effect, or another doubt; inactive = no such curve, though single readings can be large; an effect the other way counts as inactive or inconclusive.

SMILES	AmpC detergent	HCMV inh	Shiga toxin inh	AmpC inh no detg	FBPA Giardia inh	CHX counter	AMA1-RON2 inh
COc1ccc(Nc2nc3ccccc3nc2NS(=O)(=O)c2cccs2)c(OC)c1	-5%	14	-2	-32%	1%	1	0%
CCn1c(SCC(=O)Nc2ccc(C)cc2)nc(O)cc1=O	0%	-15	11	-41%	9%	1	5%
CC(C)Sc1nc(N2CCOCC2)c2c(c1C#N)CC(C)(C)N(C)C2	-9%	28	15	101%[activator]	-13%	-4	-1%
C/C(CC(=O)Nc1cccc(C(F)(F)F)c1)=N/NC(=O)C(=O)NCCO	0%	4	17	54%	-19%	11	45%[activator]
O=C(CCc1nc(-c2ccccc2)c(-c2ccccc2)o1)OCc1ccc(Cl)cc1	-9%	?	-1	1%	-1%	-8	28%
CC(C)(C)c1ccc(/C=N/N2CCN(c3ccccn3)CC2)cc1	-3%	-20	21	-9%	4%	9	?
Cc1cccc(-n2ncc3c2CCCC3NC(=O)CN2CCCC2=O)c1C (stereo not drawn)	-8%	66	0	2%	.	7	0%
Cc1ccc(S(=O)(=O)N(CC(=O)N=Nc2c(O)[nH]c3ccccc23)c2cccc(C)c2)cc1	-13%	-29	-7	-22%	20%	-1	-4%[2.32 µM]
C=CCOC(=O)C1=C(C)OC(N)=C(C#N)C1c1ccc(F)cc1 (stereo not drawn)	-12%	6	-13	-11%	2%	6	-18%
COc1ccc(OC)c(-c2nnc3n2N=C(c2ccccc2OC)CS3)c1	.	.	-14	.	-4%	16	.
COc1ccccc1CN1C(=O)c2cccc3cccc(c23)C1=O	-1%	-11	11	-4%	0%	-2	-5%
O=C(CNS(=O)(=O)c1ccc(C(=O)N2CCOCC2)cc1)N1CCOCC1	1%	-10	1	-1%	2%	5	-11%
Cc1nn(CCCC(=O)Nc2cccnc2Cl)c(C)c1[N+](=O)[O-]	6%	8	24	-14%	18%	6	-6%
Cc1ccc(NC(=O)CSCC(=O)Nc2ccccc2N2CCCCC2)cc1	?	-13	.	-25%	.	.	-25%
CCNC(=S)N/N=C/c1ccc(OCC(=O)Nc2ccc(C)cc2)cc1	-9%	12	-15	-35%	8%	2	19%
Oc1ccc(Br)cc1/C=N/N1CCCCC1	-10%	9	82*	-29%	0%	52*	-4%
COc1ccc(-n2nc(C(=O)NCC(=O)N3CCN(c4cccc(Cl)c4)CC3)c3ccccc3c2=O)c(OC)c1	?	-32	19	-3%	0%	1	-4%
CC(C)(C)NC(=O)NC(=O)COC(=O)c1ccc(OC(F)F)cc1	-9%	-29	-3	-2%	3%	-2	1%
CC1CCN(C(=O)COC(=O)c2ccc(Br)o2)CC1	-6%	-2	94*	-6%	0%	67*	6%
CCNc1nc(NCC)nc(N/N=C/c2ccc([N+](=O)[O-])o2)n1	1%	?	-2	-27%	-20%	5	5%
COc1ccc(C2=NO[C@@H]3C(=O)N(C4CCCCC4)C(=O)[C@H]23)cc1OC	-8%	24	-6	-1%	-1%	-2	0%
COc1cccc(-c2nc(Cc3ccc(OC)c(OC)c3)no2)c1	-17%	-5	-4	108%[activator]	-14%	4	4%
COc1ccc(CC2(C)OC(c3ccc(Cl)cc3)=NN2C(C)=O)cc1 (stereo not drawn)	-14%	-2	-3	70%[activator]	-3%	-1	-18%
Cc1csc(CNc2ncnc3ccc(-c4c(C)noc4C)cc23)c1	.	.	7	.	-3%	11	.
Cc1ccc(N(C)S(=O)(=O)c2ccc(-c3ccc(=O)[nH]n3)s2)cc1C	-9%	0	-3	-23%	.	-8	1%
CCOC(=O)c1ccc(COC(=O)c2ccc3c(c2)-c2ccccc2C3=O)cc1	1%	?	-11	-11%	-2%	-3	-1%
CC(CN1CCNCC1)(NS(=O)(=O)c1ccccc1)c1ccccc1 (stereo not drawn)	1%	25	-8	3%	8%	-1	0%
Cc1ccc(/C=N/Nc2ncc(Cl)cc2Cl)s1	?	-64*	44	-14%	-11%	34*	60%[activator]
O=C(COc1ccccc1[N+](=O)[O-])OCC(=O)c1ccc(Br)s1	.	26	.	-51%	.	.	-5%
Cc1nc2ccc(S(=O)(=O)NCC(=O)Nc3ccc(F)cc3)cc2s1	-6%	7	3	-23%	.	-7	6%
Cc1ccc(C(C)C)c(OCC(=O)OCC(=O)c2c(N)n(C)c(=O)n(C)c2=O)c1	9%	-6	.	-21%	.	.	7%
CCN(CC)CC(=O)NN=C(c1ccccc1)c1ccccc1	-12%	-38	-3	15%	13%	-6	10%
CCn1nc(C)c(CNC(=O)CC2C(=O)NCCN2Cc2ccc(C)o2)c1C (stereo not drawn)	-7%	-32	-8	12%	1%	-4	-1%
NS(=O)(=O)c1ccc(NS(=O)(=O)c2ccc(NC(=O)C3CC3)cc2)cc1	-3%	16	-17	-3%	.	1	15%
COc1ccccc1N(C(=O)c1ccncc1)c1nc(-c2ccc([N+](=O)[O-])cc2)cs1	?	-4	18	40%	-9%	2	-16%
Cc1nn(CC(=O)N2CCN(c3ccccn3)CC2)c(=O)c2cc3sccc3n12	2%	.	3	-12%	.	1	-5%
O=C1OC(c2ccccc2)/C(=C(/O)c2ccc(Cl)cc2)C1=O (stereo not drawn)	5%	-28	12	-38%	?	13	1%
O=C(O)c1ccc(NC(=S)NC2CCCCC2)cc1	?	2	10	-18%	-11%	7	-7%
COc1ccc(Oc2nc(C)cc(C)c2C#N)cc1	-1%	-11	-6	?	1%	-6	3%
Cc1oc(-c2ccc(Cl)cc2)nc1CS(=O)CC(=O)NCCN1CCCC1 (stereo not drawn)	-13%	-10	-22	50%	-7%	-4	-1%

A second format for some results above.
smiles,AmpC detergent,HCMV inh,Shiga toxin inh,AmpC inh no detg,FBPA Giardia inh,CHX counter,AMA1-RON2 inh
CCN(CC)CC(=O)NN=C(c1ccccc1)c1ccccc1,-12%,-38,-3,15%,13%,-6,10%
CCn1nc(C)c(CNC(=O)CC2C(=O)NCCN2Cc2ccc(C)o2)c1C (stereo not drawn),-7%,-32,-8,12%,1%,-4,-1%
NS(=O)(=O)c1ccc(NS(=O)(=O)c2ccc(NC(=O)C3CC3)cc2)cc1,-3%,16,-17,-3%,.,1,15%
COc1ccccc1N(C(=O)c1ccncc1)c1nc(-c2ccc([N+](=O)[O-])cc2)cs1,?,-4,18,40%,-9%,2,-16%

The list goes on:
SMILES	AmpC detergent	HCMV inh	Shiga toxin inh	AmpC inh no detg	FBPA Giardia inh	CHX counter	AMA1-RON2 inh
CCC(C)NC(=O)Cc1cn(C)c2ccccc12 (stereo not drawn)	-13%	42	17	-5%	1%	6	-9%
CCCCNC(=O)[C@@H]1CCCN1S(=O)(=O)c1cccc2cccnc12	-15%	20	.	-2%	.	.	-1%
Cc1ccc(N2C(=O)CC(=O)NC2=O)c(C)c1	-9%	0	-6	-31%	-4%	-5	-2%
Cc1ccc(Cl)cc1N1CCN(C(=O)c2ccccc2SCC(=O)N2CCCC2)CC1	-3%	-13	.	167%[activator]	.	.	-11%
CCCn1c(=N)n(CC(=O)c2ccc([N+](=O)[O-])cc2)c2ccccc21	-13%	1	-6	-32%	?	4	-5%
O=C(NCCc1ccccc1)C1CCCN1C(=O)NCc1ccccc1 (stereo not drawn)	-14%	43	-12	0%	0%	-7	-6%
COc1ccc(CCN2C(=O)CC(Cc3ccc(C)cc3)C2=O)cc1OC (stereo not drawn)	5%	-64*	18	65%[activator]	4%	-3	-4%
CCC(=O)N1CCN(c2ccc(Cl)cc2NC(=O)c2ccc(N3CCCC3)c([N+](=O)[O-])c2)CC1	?	-29	-17	-11%	4%	3	-10%
O=c1cc(CN2CCN(c3cccc(C(F)(F)F)c3)CC2)nc2sccn12	4%	8	-3	50%	-6%	-2	-7%
Oc1cncc(-c2cccnc2)c1	1%	21	.	-7%	.	.	3%
COc1cc([N+](=O)[O-])ccc1NC(=O)Cc1ccc(F)cc1	1%	-7	2	-16%	-3%	1	-3%
CCCc1nnc(NC(=O)CCS(=O)(=O)c2ccccc2)s1	-8%	79	2	-6%	0%	-2	-4%
CCOC(=O)c1c(C)nc2c(c1C)/C(=N/O)CC(C)(C)C2	-4%	-14	17	-7%	-1%	-2	-6%
O=C(NCc1ccccc1)c1ccc(F)c(S(=O)(=O)N2CCOCC2)c1	-9%	41	7	-25%	6%	-2	7%
COc1ccccc1CN(CC(=O)NCc1ccco1)C(=O)CNS(=O)(=O)c1ccccc1	5%	?	-8	-13%	1%	-4	2%
CC1=NN(c2ccccc2)C(=O)C1N=Nc1ccc(N)cc1 (stereo not drawn)	-2%	?	80*	-16%	?	55*	?
CC12CCC(C(=O)Nc3ncc([N+](=O)[O-])s3)(OC1=O)C2(C)C (stereo not drawn)	?	-18	0	-24%	-1%	-2	-2%
COc1cccc(NS(=O)(=O)c2cc3c(cc2C)NC(=O)CO3)c1	-12%	-9	-4	-30%	0%	0	18%
COc1ccc(Nc2oc(COc3ccc(C)cc3)nc2C#N)cc1	-5%	?	41*	-11%	-13%	16	-17%
CCOC(=O)c1c(C)c(C(=O)NCCCOC(C)C)c(C)n1C	0%	-3	-4	0%	1%	-2	42%[activator]
COc1ccc2c(Cl)c(C(=O)NCCCn3ccnc3)sc2c1Cl	-3%	-11	29	-3%	12%	2	6%
COc1cccc(CC(=O)NC2CCCN(Cc3ccc(Cl)cc3)C2)c1 (stereo not drawn)	1%	-6	-9	81%[activator]	13%	3	-1%
Cc1nnsc1C(=O)NNc1c(Cl)cccc1Cl	9%	-12	-27	-4%	-16%	-2	4%
CCCC(=O)NC(=S)NNC(=O)c1ccc([N+](=O)[O-])cc1	-2%	-5	-13	-3%	?	-3	25%
Cc1nc(SCC(=O)Nc2ccccc2)c2oc3ccccc3c2n1	10%	-10	-29	-24%	-3%	9	5%
CN(C(=O)c1cc2n(n1)C(C(F)(F)F)CC(c1ccco1)N2)c1ccc(OC(F)(F)F)cc1 (stereo not drawn)	2%	16	-20	92%[activator]	-13%	-1	-2%
O=C(OC(C(=O)NCC1CCCO1)c1ccc(F)cc1)c1ccco1 (stereo not drawn)	4%	32	-14	-12%	-3%	-4	-8%
CCOc1ccc2nc(SCC(=O)NNC(=O)c3ccco3)c(C)cc2c1	0%	2	-18	-5%	-10%	-2	30%[activator]
O=C(c1ccc2c(=O)n(Cc3ccccc3)c(=S)[nH]c2c1)N1CCOCC1	-10%	?	-8	-12%	?	-7	33%[activator]
